Screening data from PubChem.
PI5P4K alpha inh – blocks human PI5P4K alpha kinase activity; P48426; max response, %; PI5P4Kalpha enzyme, ADP-Glo luminescence, 60 min; hits give low values; 1.2% of 330,000 active; AID 652105; active = max response of -50% or lower; inconclusive = between -30% and -50%; inactive = -30% or higher; note: value at the top dose of about 77 µM; % is set by controls: 0 for no effect and ±100 for the full control effect
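Reactions run in 0.038 M HEPES pH 7.4, 0.28 mM EGTA, 0.1% CHAPS and 5% DMSO, with PI5P4Kalpha, substrate, compound and 5 microM ATP final, one hour at room temperature. Readout is ADP-Glo luminescence.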
IL-2 act – activators of IL-2; IL-2 activation reporter assay, cell-based qHTS; stimulated with anti-CD3/CD4/CD28 beads; in transgenic mouse T cells; activation, % (series mostly up to about 46 µM); 0.065% of 360,000 active; in the data active = activation above about 50%; inconclusive = mostly about 30% to 49%; note: 0% is about no effect
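Readout is EGFP and DsRed signal by fluorescent plate cytometry after 18 h at 37 degrees C. Transgenic mouse T cells (750/well) received compound for 60 min before bead stimulation (anti-CD3, anti-CD4, anti-CD28); memory T cells served as non-tolerant control.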
PLK1 PBD block – inhibitors of human PLK1 polo-box domain binding | Plk1 PBD binding of FITC phosphopeptide, fluorescence polarization | Potency, µM, for the others: max response, negative = inhibition, usual class: inhibitors | 2.8% of 360,000 active | AID 720504; note: potency is the fitted concentration of half-maximal effect; series mostly up to about 57 µM; % is set by controls: 0 for no effect and ±100 for the full control effect; nearly all actives have a fitted effect of over 65% in size
EPAC1 agonist – agonists of human EPAC1 | AID 720707 | Potency, µM (top dose mostly 154 µM), for inactives: at the highest dose activation, usual class: activators | O95398 | 0.073% of 360,000 active | EPAC1 agonist qHTS, biochemical assay; response scale: 100% = response to 6.5 mM cAMP; note: potency is the fitted concentration of half-maximal effect; nearly all actives have a fitted effect of over 60% in size
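Normalized to 6.5 mM cAMP, activity reflects EPAC1-catalysed release of BODIPY-GDP from Rap1B, followed kinetically over 30 min at 480 nm excitation, 540 nm emission. Reaction contained 100 nM EPAC1, 250 nM Rap1B-BODIPY-GDP, 50 uM GDP.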
WRN inhibitor – WRN helicase (human) inhibition; Q14191; WRN helicase unwinding, fluorescent forked duplex, kinetic; Potency, µM (top dose mostly 114 µM), without a hit: at the highest dose activity change, negative = inhibition, actives largely listed as inhibitors; 0.46% of 360,000 active; note: potency is the fitted concentration of half-maximal effect; % is set by controls: 0 for no effect and ±100 for the full control effect; nearly all actives have a fitted effect of over 55% in size
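Kinetic fluorescence helicase assay: unwinding of a quenched forked DNA duplex (100 nM final) with 2 mM ATP final raises red fluorescence (525/598 nm). Compounds sat 15 min at room temperature with 20 nM WRN beforehand.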
CCT modulator – modulators of cytosolic chaperonin (CCT/TRiC) activity | purified chaperonin ATPase assay, HTRF ADP detection, 30 min | activity change, % (concentration not given with the values), hits read low | 0.3% of 360,000 active | AID 651819; in the data active = activity change below about -30%; note: % is set by controls: 0 for no effect and ±100 for the full control effect
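First, chaperonin was dispensed at 40 nM or 20 nM final depending on batch activity. Next, compounds were pinned at 76 uM and ATP added at 10 uM. After 30 min at 37 °C, ADP detection reagents ran 30 min at ambient temperature.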
EPAC2 ag – agonists of human EPAC2 (RAPGEF4); EPAC2 activation, biochemical qHTS; response scale: 100% = 6.5 mM cAMP response; Potency, µM (highest dose often 154 µM), inactives show at the highest dose activation, most hits filed as activators; AID 720711; 0.079% of 360,000 active; Q8WZA2; note: potency is the fitted concentration of half-maximal effect; nearly all actives have a fitted effect of over 50% in size
Target sequence (Q8WZA2 whole entry, looked up): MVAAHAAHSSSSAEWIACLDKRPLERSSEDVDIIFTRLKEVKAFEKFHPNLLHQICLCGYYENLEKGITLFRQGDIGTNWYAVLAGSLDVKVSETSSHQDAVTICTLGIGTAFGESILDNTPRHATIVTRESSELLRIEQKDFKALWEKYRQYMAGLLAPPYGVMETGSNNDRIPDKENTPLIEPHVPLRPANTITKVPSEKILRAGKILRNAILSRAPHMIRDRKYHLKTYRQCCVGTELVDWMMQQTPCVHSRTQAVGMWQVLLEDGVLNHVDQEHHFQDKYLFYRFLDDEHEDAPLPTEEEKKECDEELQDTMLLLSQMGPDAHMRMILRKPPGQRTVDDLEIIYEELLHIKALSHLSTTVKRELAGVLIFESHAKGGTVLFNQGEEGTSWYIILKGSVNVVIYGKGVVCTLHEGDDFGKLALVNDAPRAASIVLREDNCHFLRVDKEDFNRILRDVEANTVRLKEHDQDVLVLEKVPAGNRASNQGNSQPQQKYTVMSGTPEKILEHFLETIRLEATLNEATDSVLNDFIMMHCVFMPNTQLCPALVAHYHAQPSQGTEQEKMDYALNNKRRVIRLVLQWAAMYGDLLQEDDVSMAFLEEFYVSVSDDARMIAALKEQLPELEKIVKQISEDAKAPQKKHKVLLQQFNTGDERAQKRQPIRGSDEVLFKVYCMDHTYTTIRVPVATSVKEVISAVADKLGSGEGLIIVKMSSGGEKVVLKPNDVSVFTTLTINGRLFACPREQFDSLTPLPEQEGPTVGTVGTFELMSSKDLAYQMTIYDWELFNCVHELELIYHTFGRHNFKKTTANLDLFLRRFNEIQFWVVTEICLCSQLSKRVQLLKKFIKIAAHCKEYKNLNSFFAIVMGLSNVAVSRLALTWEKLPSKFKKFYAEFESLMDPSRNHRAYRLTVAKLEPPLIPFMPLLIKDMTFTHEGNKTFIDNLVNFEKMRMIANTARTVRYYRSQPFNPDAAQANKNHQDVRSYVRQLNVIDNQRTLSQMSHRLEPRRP
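Compounds were titrated in qHTS against a Rap1B-BODIPY-GDP (250 nM) complex with EPAC2 (100 nM) and GDP (50 uM). BODIPY-GDP release tracked at 480/540 nm over 30 min at room temperature, normalized to 6.5 mM cAMP.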
EPAC1 antag – blocks human EPAC1 exchange factor; Potency, µM (doses to about 115 µM), inactives show at the highest dose activity change, negative = inhibition, hits mostly inhibitors; 0.14% of 360,000 active; O95398; EPAC1 GEF assay, Rap1b-BODIPY-GDP exchange fluorescence;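 note: potency is the fitted concentration of half-maximal effect; plate controls were vehicle for no effect and positive control for full effect; nearly all actives have a fitted effect of over 50% in size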
Numbers without * were called inactive; ? = inconclusive; . = not tested or not shown; [ ] = dose if it differs, or a comment. Unless noted, calls come from the whole dose curve; as a rule, active = well fitted curve in the direction sought with a large enough effect; inconclusive = small, poorly fitted or top-dose-only effect, or another doubt; inactive = no such curve, though single readings can be large; an effect the other way counts as inactive or inconclusive. A portion of the library; the hit share may differ from the screen's.

SMILES	PI5P4K alpha inh	IL-2 act	PLK1 PBD block	EPAC1 agonist	WRN inhibitor	CCT modulator	EPAC2 ag	EPAC1 antag
Cc1ccc(S(=O)(=O)N(CCCN(C)C)Cc2ccc3c(c2)OCO3)cc1	4	-0.6	-18%	-4%	4%	-0.4	8%	-19%
COCCn1c(SCc2ccc(F)cc2)nc2c1c(=O)[nH]c(=O)n2C	4	-0.2	11µM*	0%	13%	-0.9	12%	-20%
O=C(NCCCN1CCCC1=O)c1cccc(NS(=O)(=O)c2ccc(Br)cc2)c1	2	-5.0	-7%	4%	-3%	-2.6	4%	-2%
Cc1ccc2cc(CN(Cc3ccccc3)Cc3nnnn3C3CCCC3)c(=O)[nH]c2c1	.	-1.9	2%	8%	-21%	4.1	14%	-5%
Cc1ccc(-c2cc(C(=O)NCc3cnn(C)c3C)c3cc(Br)ccc3n2)cc1	-2	0.4	-18%	-6%	-24%	-0.2	-10%	-7%
O=C(NCc1cccs1)C1CC(c2ccc(Cl)cc2)=NO1 (stereo not given)	5	0.1	?	-3%	-8%	2.6	2%	-15%
COC(=O)c1[nH]c2ccc(Br)cc2c1NC(=O)Oc1ccccc1	-12	8.8	?	-2%	2%	0.3	0%	1%
O=C(CNC(=O)c1ccco1)N/N=C/c1cccs1	-2	0.2	-4%	-6%	3%[11.6 µM]	-0.6	2%	2%
O=C(O)CCc1nc2ccccc2n(CCc2ccccc2)c1=O	-15	-0.1	-5%	-3%	1%	-3.8	1%	8%
COCCn1c(SCC(=O)NCC2CCCO2)nc2c(c1=O)SC(C)C2 (stereo not given)	-12	-2.4	-1%	-12%	-1%	-1.3	7%	46%[activator]
CC(=O)c1c(C)n(CC(=O)NCc2ccc3c(c2)OCO3)c2ccccc12	.	-0.8	-7%	5%	-7%	-6.8	10%	0%
CS(=O)(=O)N(C(=O)NC(=O)NC1CCS(=O)(=O)C1)C1CCCCC1 (stereo not given)	.	-0.3	-2%	3%	-2%	-0.2	2%	-3%
O=C(CCCOc1cccc(Br)c1)NCCOc1ccccc1	-1	-0.7	3%	-5%	-2%	3.1	7%	-5%
COc1cc(/C=C(\C#N)C(=O)NC2CCCCC2)ccc1OCc1ccc(C(=O)O)cc1	-1	4.3	-15%	2%	-6%	0.9	21%	-17%
COc1ccc(-c2nnc(SCc3nnc(-c4cccs4)o3)n2CC2CCCO2)cc1 (stereo not given)	-3	-0.8	-12%	1%	9%	-3.1	-1%	5%
Cc1nn(Cc2ccc(Cl)cc2Cl)c(C)c1NC(=O)c1nc2n(n1)C(C(F)F)CC(C)N2 (stereo not given)	-4	-0.5	-3%	0%	-6%	-2.3	11%[15.6 µM]	3%
CCc1c(N)nc(N)nc1Nc1ccc(C)c(C)c1	6	-0.5	-2%	14%	2%	-0.9	6%	9%
CCNC(=O)NC(=O)C(C)OC(=O)C1CCN(S(=O)(=O)c2ccc(C)c(C)c2)CC1 (stereo not given)	0	1.2	3%	-1%	-7%	1.0	-17%	4%
C[C@H](CO)N1C[C@H](C)[C@H](CN(C)C(=O)Nc2ccc(-c3cccs3)cc2)OCc2cnnn2CCCC1=O	-2	-3.2	-6%	-6%	8%	1.4	1%	4%
COc1ccc(NC(=O)C[C@H]2C(=O)N(Cc3ccccc3)C[C@@H]2c2ccc(OC)cc2)cc1	1	-1.8	-1%	2%	2%	0.9	5%	-3%

Only EPAC1 agonist, PLK1 PBD block and CCT modulator (2 entries from above):
Molecule | EPAC1 agonist | PLK1 PBD block | CCT modulator
COc1cc(/C=C(\C#N)C(=O)NC2CCCCC2)ccc1OCc1ccc(C(=O)O)cc1 | 2% | -15% | 0.9
COc1ccc(NC(=O)C[C@H]2C(=O)N(Cc3ccccc3)C[C@@H]2c2ccc(OC)cc2)cc1 | 2% | -1% | 0.9

In the list so far, 2 have fluorine.
SMILES	PI5P4K alpha inh	IL-2 act	PLK1 PBD block	EPAC1 agonist	WRN inhibitor	CCT modulator	EPAC2 ag	EPAC1 antag
COCCn1c(SCc2ccc(F)cc2)nc2c1c(=O)[nH]c(=O)n2C	4	-0.2	11µM*	0%	13%	-0.9	12%	-20%
Cc1nn(Cc2ccc(Cl)cc2Cl)c(C)c1NC(=O)c1nc2n(n1)C(C(F)F)CC(C)N2 (stereo not given)	-4	-0.5	-3%	0%	-6%	-2.3	11%[15.6 µM]	3%

Next entries
SMILES	PI5P4K alpha inh	IL-2 act	PLK1 PBD block	EPAC1 agonist	WRN inhibitor	CCT modulator	EPAC2 ag	EPAC1 antag
CCCC(=O)Nc1ccc2c(c1)nc(CCNC(=O)c1ccccc1)n2C	.	-1.5	-2%	1%	-15%	2.4	9%	14%
CC(NO)C(C)(C)NO (stereo not given)	1	1.0	1%	6%	-3%	-1.8	8%	-5%
CCCNC(=O)CCn1nc(-c2ccc(Cl)cc2)c2ccccc2c1=O	-6	-1.9	-4%	-11%	8%	3.0	11%	15%
CC(=O)c1ccc(OC2(C)CCN(Cc3csc4ccccc34)C2)cc1 (stereo not given)	0	0.5	0%	12%	-7%	-1.2	13%	-5%
Cc1ccc(NC(=O)CN2CCC(Cc3ccccc3)CC2)cc1S(=O)(=O)N(C)C	3	-0.3	2%	9%	-7%	-1.1	14%	-12%
Clc1ccc(-c2cc3ccccc3nc2N2CCOCC2)cc1	-3	-0.6	15µM*	9%	13%[57.1 µM]	0.0	7%	-28%
CCOc1ccc(OCC(=O)NCCS(=O)(=O)N2CCN(c3ccc(F)cc3)CC2)cc1	6	-2.2	-2%	-3%	0%[57.1 µM]	-0.1	-4%	17%
COc1ccc(N(C(C)C(=O)NN=C2CCCC2)S(C)(=O)=O)cc1 (stereo not given)	1	1.2	-21%	6%	-5%	-1.5	11%	-2%
O=C(Nc1ccccc1Oc1ccccc1)c1ccccc1F	13	0.7	-5%	13%	2%	-1.3	-8%	-4%
CCCn1c(C)cc(C(=O)CN2C(=O)NC3(CCCCCC3)C2=O)c1C	6	-0.3	8%	-12%	-1%	0.0	-3%	13%
OCCN(CC#CC(O)(c1ccccc1)c1cccc(F)c1)CCO (stereo not given)	-3	3.6	-13%	6%	?	-2.3	11%	3%
CCN1C(=O)c2cccc3c(NC(=O)c4ccc(OC)c(OC)c4)ccc1c23	0	-0.2	-5%	-9%	-17%	-0.2	10%	-1%
CC(C)c1ccc(S(=O)(=O)N2CCN(C(=O)C3CC3C)CC2)cc1 (stereo not given)	2	-1.0	-3%	?	-5%	-1.5	1%	0%
NC1=NC(=O)C(Cc2ccccc2)S1 (stereo not given)	1	2.7	-7%	15%	4%	0.4	9%	-29%
O=C(CSc1nnc2scc(-c3ccccc3)n12)N1CCCc2ccccc21	.	-0.4	2%	-2%	-2%	-2.2	-5%	4%
CC(C)(C)CC(C)(C)NCC(=O)Nc1c2c(nc3ccccc13)CCC2	0	-4.1	-8%	-3%	7%	-3.9	4%	-8%
CC[C@H]1c2[nH]c3ccccc3c2C[C@@H]2C(=O)N(c3ccc(F)cc3)C(=O)N21	11	0.4	-1%	-6%	-3%	0.6	-3%	8%
CCOC(=O)CSc1nc(C)[nH]c1[N+](=O)[O-]	1	-2.7	-16%	3%	7%	-2.1	11%	13%
CCCc1c(O)nc(SC2CC(=O)N(c3ccc(OC)cc3)C2=O)[nH]c1=O (stereo not given)	3	-5.0	1%	-9%	-2%	2.7	8%	-7%
O=C(c1cccc(Br)c1)c1conc1C(=O)c1ccco1	0	-1.8	-7%	14%	1%	-0.2	17%	-13%
Cc1ccc(N2C(=O)CS/C2=C(\C(Cl)=C(Cl)Cl)[N+](=O)[O-])cc1	.	0.3	-20%	11%	-26%	-2.2	9%	-13%
CC(CC(=O)OCC(=O)NC1CCS(=O)(=O)C1)c1ccccc1 (stereo not given)	1	1.2	-6%	1%	6%	-0.5	12%	1%
Cc1ccc(C(=O)N(C)CCOc2ccccc2)cc1S(=O)(=O)N1CCOCC1	0	1.7	-3%	-5%	5%	-1.8	4%	6%
O=C(COC(=O)CNC(=O)c1ccccc1Cl)Nc1cc(C(F)(F)F)ccc1Cl	.	-1.7	.	-13%	.	.	10%	-12%
CCOC(=O)c1cc(-c2ccc(F)cc2)n(CC(=O)NCc2ccccn2)c1C	6	1.3	-8%	-10%	2%	-2.8	-2%	-14%
CCOC(=O)c1c(NC(=O)c2ccc(Br)o2)sc(C)c1CC	0	0.0	-1%	-7%	-11%	0.1	-9%	8%
COCC(C)N=C1SCCN1Cc1ccccc1 (stereo not given)	4	0.1	0%	2%	13%	-2.5	4%	10%
CCOC(=O)C1(C)CCN1C(=O)c1cc(OC)c(OC)c(OC)c1 (stereo not given)	-1	-0.3	-4%	-12%	-10%	0.2	8%	3%
COc1ccc([C@H]2C[C@H](O)[C@@H](n3cc(COC(=O)c4ccccc4)nn3)CN2Cc2cccs2)cc1	11	-2.8	4%	8%	-5%	-1.7	8%	-10%
Cc1ccc(OCCCCN2CCc3ccccc3C2)cc1	6	-2.7	-8%	8%	-1%	-3.6	3%	-5%
CCCNC(=O)COC(=O)/C=C/c1ccc(C)o1	-9	0.1	-8%	4%	-13%	-0.3	-6%	-15%
CC1CCC(C(C)C)C(OC(=O)C2=C3c4ccccc4S(=O)(=O)N3CC2)C1 (stereo not given)	-5	-0.2	-4%	0%	-8%	2.5	-1%	18%
CSc1ccccc1NC(=O)CN(C)C(=O)CNC(=O)c1ccc(Oc2ccccc2)cc1	3	1.0	-2%	15%	-3%	-0.1	4%	2%
Cc1cc(N2CCOCC2)nc2ccc(NC(=O)CCC(=O)N3CCC(C)CC3)cc12	-4	0.6	-2%	3%	-3%	-0.6	-5%	10%
O=C(COC(=O)c1ccccc1O)Nc1ncc(Cl)cc1Cl	?	-0.6	?	-19%	?	0.4	1%	-24%
O=C(CN1C(=O)NC2(CCCCC2)C1=O)Nc1ccccc1N1CCCC1	4	-4.0	-5%	-1%	10%	2.8	11%	3%
O=S1(=O)CCOC(CO)CN1Cc1ccc(Cl)c(Cl)c1 (stereo not given)	-5	0.8	-16%	-10%	8%	0.4	5%	-27%
Cc1onc(-c2ccccc2Cl)c1C(=O)NC(=S)Nc1ccccc1F	1	0.1	-15%	10%	-4%	0.7	?	-20%
NS(=O)(=O)c1ccc(CCNS(=O)(=O)c2cccc3nsnc23)cc1	-8	-1.1	-2%	6%	-9%	1.9	-2%	2%
Cc1cccc(C)c1N1C(=O)CCC(C)(C)C1=O	-5	-1.6	4%	2%	-1%	0.2	5%	3%
O=C(COC(=O)c1ccccc1O)Nc1ccc(N2CCOCC2)cc1	-2	-0.4	-12%	4%	6%	-0.5	8%	-4%
COc1ccc(C(=O)NCCC2=CCCCC2)cc1	-5	-3.4	-5%	3%	-12%	-1.4	1%	-3%
COc1ccc(/C=N/NC(N)=S)cc1OC(=O)c1ccccc1	.	-1.4	-6%	21%	0%	-0.2	19%	3%
